# Assay outcomes: PubChem, National Center for Advancing Translational Sciences (NCATS)
# L3MBTL1 block: L3MBTL1 (human) inhibition; Q9Y468; 230,000 tested, 0.66% active; AlphaScreen L3MBTL1–H3K9me1 peptide binding; Potency, µM (highest dose often 57.1 µM), for inactives: at the top dose activity, negative = inhibition, actives largely listed as inhibitors; active means well fitted inhibition curve with a large enough effect; inconclusive means small, poorly fitted or top-dose-only effect; inactive means no such curve, though single readings can be large or run the other way; further: nearly all actives have a fitted effect of over 60% in size
# Target sequence (Q9Y468 whole entry, looked up): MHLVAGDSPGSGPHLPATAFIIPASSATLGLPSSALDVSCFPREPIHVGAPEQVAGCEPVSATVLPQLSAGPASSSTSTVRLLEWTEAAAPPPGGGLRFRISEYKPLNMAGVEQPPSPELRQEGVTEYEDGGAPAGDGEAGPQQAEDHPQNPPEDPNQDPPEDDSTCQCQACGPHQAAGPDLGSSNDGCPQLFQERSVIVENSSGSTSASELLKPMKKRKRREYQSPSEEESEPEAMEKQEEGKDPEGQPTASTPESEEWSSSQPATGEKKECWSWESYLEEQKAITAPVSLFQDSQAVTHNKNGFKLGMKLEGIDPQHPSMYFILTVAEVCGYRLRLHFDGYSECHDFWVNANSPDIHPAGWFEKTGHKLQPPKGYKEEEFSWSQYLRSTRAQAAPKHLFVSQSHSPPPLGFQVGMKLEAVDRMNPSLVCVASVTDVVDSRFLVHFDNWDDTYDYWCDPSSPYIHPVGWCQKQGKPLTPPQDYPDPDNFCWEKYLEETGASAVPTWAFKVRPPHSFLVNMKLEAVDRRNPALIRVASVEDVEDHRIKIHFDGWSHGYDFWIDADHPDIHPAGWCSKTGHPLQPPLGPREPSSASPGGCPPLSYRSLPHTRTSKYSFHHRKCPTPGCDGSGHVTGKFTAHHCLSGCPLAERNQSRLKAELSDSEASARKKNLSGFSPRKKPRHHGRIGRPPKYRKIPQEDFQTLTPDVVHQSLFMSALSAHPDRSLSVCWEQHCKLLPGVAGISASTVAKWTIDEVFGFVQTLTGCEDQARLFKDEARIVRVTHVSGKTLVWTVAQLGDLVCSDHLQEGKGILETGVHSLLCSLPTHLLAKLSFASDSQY
#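 L3MBTL1 50 nM + b-AHA-H3(1-15)K9me1 75 nM, 30 min RT; compound added, 30 min RT; streptavidin donor/Ni-chelate acceptor beads 10 ug/mL each final, 30 min RT dark; AlphaScreen read.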
# * marks the source's active call; other numbers are inactive results; ? = inconclusive; [ ] = dose if it differs, or a comment. On the % scale 0 is the no-effect control and ±100 the full control effect; potency means the concentration at half of the fitted maximal effect. The list is partial; rates above refer to the full screens.
L3MBTL1 block	Molecule
3%	CN(CCOc1ccc(Cl)cc1)C(=O)c1ccc2c(=O)n3c(nc2c1)CCC3
0%	COc1ccc(NC(=S)N2CCC(C(=O)c3ccc(C)cc3)CC2)cc1
0%	O=C(COC(=O)c1cc(-c2ccccc2)nc2ccccc12)NC1CC1
-1%	Cc1ccc(S(=O)(=O)Nc2ccc3c(c2)OCCO3)c(C)c1NS(C)(=O)=O
-4%	COc1cccc(-c2sc3ccc(OC)cc3c2-c2ccc(OCCN3CCCC3)cc2)c1
-11%	CN(C)c1ccc(S(=O)(=O)NCC(=O)N2CCN(c3ccccc3)CC2)cc1[N+](=O)[O-]
7%	CCOC(=O)C1=C(C)NC(C)=C(C(=O)OCC)C1C(=O)OCC(=O)NCc1ccccc1
-11%	O=C(Cc1c[nH]c2ccccc12)N1CCN(S(=O)(=O)c2ccc(Cl)cc2)CC1
-2%	CCN(CC(=O)Nc1ccccc1C(F)(F)F)C(=O)CCOc1ccccc1C
-3%	CCn1c(N)c(C(=O)COC(=O)CCc2nc3ccccc3c(=O)[nH]2)c(=O)[nH]c1=O
0%	CCc1ccc(NC(=O)C2CCCN2c2nn3c(=O)cc(C)nc3s2)cc1 (centres undefined)
-5%	COc1ccc(CN2CCC(C)CC2)cc1OCc1ccccc1
0%	Fc1ccccc1OCCCn1ccnc1
4%	O=C(Cc1ccccc1[N+](=O)[O-])NCCc1ccc(F)cc1
-86%	Cc1ccnc2c1ccc1c(C)ccnc12
-3%	NC(=O)c1ccsc1NC(=O)COC(=O)c1c(F)cccc1Cl
8%	Cn1c(-c2ccc(F)cc2)cc2onc(-c3c(F)cccc3Cl)c2c1=O
-9%	NS(=O)(=O)c1ccc(CCNC(=O)COC(=O)c2nc(Cl)ccc2Cl)cc1
1%	COc1cccc(N2CC(NC(=O)C(=O)c3c(C)[nH]c4ccccc34)CC2=O)c1 (centres undefined)
-3%	COc1ccc(Br)cc1S(=O)(=O)NCc1ccccn1
-20%	Oc1c(Br)cc(Br)c(/C=N/n2c(-c3ccccc3)n[nH]c2=S)c1Br
4%	N#CCCN(C(=O)COC(=O)C1CCN(S(=O)(=O)c2ccc3c(c2)OCCO3)CC1)c1ccccc1
-8%	Cc1ccc([C@H]2C(C(=O)O)=CC[C@@H](c3ccc(C(C)C)cc3)N2S(=O)(=O)c2ccc(C)cc2)cc1
-2%	Cc1ccc(S(=O)(=O)N(C)C)cc1NC(=O)COC(=O)/C=C/c1ccc(F)cc1
-3%	C[C@H]1CN([C@@H](C)CO)C(=O)c2cccc(NC(=O)c3cnccn3)c2O[C@@H]1CN(C)S(=O)(=O)c1ccc(F)cc1
-13%	CCSc1ccc([C@@H]2[C@H]3C(=O)N(CC)C(=O)[C@H]3[C@]3(C(=O)OC)CCCCN23)cc1
?	COc1ccccc1/C=C/C(=O)OCC(=O)N1CCN(S(=O)(=O)c2ccc(C)cc2C)CC1
-5%	CCCCc1cc(=O)oc2cc(OC(C)C(=O)NCC3CCC(C(=O)O)CC3)c(Cl)cc12 (centres undefined)
8%	CCC1(CC)NC(=O)N(CC(=O)OCC(=O)c2ccccc2OC)C1=O
-1%	COc1cccc(NC(=O)CN(C)C(=O)CN2C(=O)NC(C)(c3ccc(C)cc3)C2=O)c1 (centres undefined)
-5%	COc1cc(CN2CCC(C)CC2)ccc1OCc1ccccc1
2%	CC(OC(=O)Cn1[nH]c(=O)c2ccccc2c1=O)C(=O)Nc1ccc(Cl)cn1 (centres undefined)
1%	C[C@@H]1CCC(=O)N(C[C@@H](C)CSc2ccccc2)CC1
-5%	N#CC1(NC(=O)CSc2nnc(-c3ccccc3F)o2)CCCCC1
-5%	COc1ccc(OC)c(/C=C/C(=O)c2ccc3c(c2)OCCO3)c1
2%	CC(C)[C@H](NC(=O)c1ccc(Cl)cc1Cl)C(=O)NNc1cccc(C(=O)O)c1
0%	Cc1ccc(CNC(=O)CCS(=O)(=O)c2cc3c(cc2Cl)NC(=O)CO3)o1
-2%	COc1ccc(S(=O)(=O)N(C)C)cc1NC(=O)COC(=O)Cn1cnc2ccccc2c1=O
-4%	Cc1ccc(-n2c(SCC(=O)NCC3CCCO3)nc3ccccc3c2=O)cc1 (centres undefined)
-2%	CCc1ccccc1NC(=O)c1ccc(OCc2c(C)noc2C)cc1
-5%	Cc1ccc(S(=O)(=O)NCCCn2ccnc2)cc1C(=O)NC(C)C
11%	COC(=O)CCCC(=O)N1CCC(CO)(CCc2ccccc2)CC1
-4%	Cc1ccc(N(CC(=O)N(C)Cc2ccccc2)S(C)(=O)=O)cc1C
32%[activator]	COc1ccccc1NC(=O)C(=O)NCCC1CCCCN1S(=O)(=O)c1cccs1 (centres undefined)
9%	CC(C)(C)OC(=O)N[C@@H](C(=O)OC(C)(C)C)c1ccc(Br)cc1
3%	CN(C)S(=O)(=O)c1ccc(N2CCCC2)c(C(=O)NNC(=O)c2ccc(Br)cc2)c1
-4%	COc1ccc(/C=C/C(=O)NCCc2c[nH]c3ccccc23)cc1OC
-6%	CCCN1C2CCCC1CC(NC(=O)c1ccccc1OC)C2 (centres undefined)
7%	CCCNC(=O)C(Cc1cccc(C#N)c1)NC(=O)c1cccc([N+](=O)[O-])c1 (centres undefined)
-7%	CC(C)=CCC[C@](C)(O)C1CC[C@]2(C)C1[C@H](O)CC1[C@@]3(C)CC[C@H](O[C@@H]4O[C@H](CO)[C@@H](O)[C@H](O)[C@H]4O[C@@H]4O[C@H](CO)[C@@H](O)[C@H](O)[C@H]4O)C(C)(C)C3CC[C@]12C (some centres undefined)

# Given with each value named: part of the list above.
CC(C)[C@H](NC(=O)c1ccc(Cl)cc1Cl)C(=O)NNc1cccc(C(=O)O)c1
- L3MBTL1 block = 2%

O=C(COC(=O)c1cc(-c2ccccc2)nc2ccccc12)NC1CC1
- L3MBTL1 block = 0%

CCCCc1cc(=O)oc2cc(OC(C)C(=O)NCC3CCC(C(=O)O)CC3)c(Cl)cc12 (centres undefined)
- L3MBTL1 block = -5%

CN(C)S(=O)(=O)c1ccc(N2CCCC2)c(C(=O)NNC(=O)c2ccc(Br)cc2)c1
- L3MBTL1 block = 3%

# Remaining list, next part
L3MBTL1 block	Molecule
-4%	Cc1ccc2c(CN3CCN(S(=O)(=O)c4ccccc4C(F)(F)F)CC3)cc(=O)oc2c1
4%	O=C(CNC(=O)c1nn(Cc2ccccc2)c(=O)c2ccccc12)Nc1ccc(F)c(F)c1F
-11%	Cc1ccc(C(C)C)cc1OCC(=O)N1CCN(C(=O)c2ccco2)CC1
7%	Cc1ccc(N2CC(NC(=O)C(=O)c3c(C)[nH]c4ccccc34)CC2=O)cc1C (centres undefined)
-1%	CCOC(=O)[C@H]1[C@H]2COc3ccc(Cl)cc3[C@@H]2N2C(=O)CN(Cc3ccc(Cl)cc3)C(=O)[C@@]12C
7%	COc1ccc(C(=O)NCc2ccc(C(=O)O)o2)cc1
14%	Cc1ccc(C(=O)NC(=S)NNC(=O)c2cccc([N+](=O)[O-])c2)cc1
2%	O=C(NCc1cccnc1)Nc1cccc(Cl)c1
0%	CCC1(CC)NC(=O)N(CC(=O)N2CCN(c3ccccc3F)CC2)C1=O
3%	COc1ccc(C2/C=C\CN(C(=O)c3ccccc3)CC(=O)N2Cc2cccc(F)c2)cc1 (centres undefined)
14%	CC1=C(C)C(=O)N(C(C)CCc2ccccc2)C1=O (centres undefined)
6%	O=C(CN1C(=O)C2CCCCC2C1=O)Nc1cc([N+](=O)[O-])ccc1F (centres undefined)
-4%	COc1ccc(C(=O)NCCSCc2ccccc2Cl)cc1OC
5%	COc1cc(/C=C(/C#N)C(=O)NCCCc2ccccc2)ccc1OCC(=O)O
-18%	CCOC(=O)[C@H]1[C@H]2COc3ccc(OC)cc3[C@@H]2N2C(=O)CN(Cc3ccco3)C(=O)[C@@]12C
-1%	CCOc1ccc(N(CC(=O)Nc2ccccc2Cl)S(C)(=O)=O)cc1
0%	Cc1cc(C(=O)Nc2cccc(S(=O)(=O)N3CCOCC3)c2)c2ccccc2n1
7%	COc1ccc(CC(=O)N(C)Cc2cccc(OC)c2OC)cc1S(=O)(=O)N1CCOCC1
7%	COCCN(C(=O)COC(=O)c1cccnc1Cl)c1c(N)n(Cc2ccccc2)c(=O)[nH]c1=O
0%	COCCN(C(=O)COC(=O)CCS(=O)(=O)c1ccccc1)c1c(N)n(Cc2ccccc2)c(=O)[nH]c1=O

# Five entries out of the list, ordered by SMILES length, rising.
L3MBTL1 block	Molecule
14%	CC1=C(C)C(=O)N(C(C)CCc2ccccc2)C1=O (centres undefined)
-1%	CCOc1ccc(N(CC(=O)Nc2ccccc2Cl)S(C)(=O)=O)cc1
6%	O=C(CN1C(=O)C2CCCCC2C1=O)Nc1cc([N+](=O)[O-])ccc1F (centres undefined)
7%	COCCN(C(=O)COC(=O)c1cccnc1Cl)c1c(N)n(Cc2ccccc2)c(=O)[nH]c1=O
-18%	CCOC(=O)[C@H]1[C@H]2COc3ccc(OC)cc3[C@@H]2N2C(=O)CN(Cc3ccco3)C(=O)[C@@]12C

# (listing goes on)
L3MBTL1 block	Molecule
2%	Cc1ccc(S(=O)(=O)N2CCCCC2C(=O)N(C)c2ccccc2)cc1 (centres undefined)
19%	CN1C(=O)/C(=C\c2ccc(N(C)C)cc2)OC1=S
-2%	Cc1ccc(C)c(NC(=O)CN(C)C(=O)c2cc(C3CC3)nn2-c2ccccc2)c1
2%	COc1ccccc1C(=O)NC(=O)COC(=O)Cc1ccccc1[N+](=O)[O-]
14%	Cc1ccc(NS(=O)(=O)c2ccc(C(=O)NCCCN3CCCC3=O)cc2)cc1
54%[activator]	O=C(Nc1sc2c(c1C(=O)NCCCO)CCCC2)c1ccccc1
5%	CC(C)C[C@@H](CO)N1CCN(CCCc2ccccc2)CCC1=O
1%	CCOC(=O)C1=C(COC(=O)c2cccc(NC(C)=O)c2)NC(=O)NC1C (centres undefined)
7%	CC(OC(=O)c1cccc(-n2cnnn2)c1)C(=O)NCc1ccccc1 (centres undefined)
6%	CC1(c2ccc3ccccc3c2)NC(=O)N(CC(=O)NCC(C)(C)N2CCOCC2)C1=O (centres undefined)
13%	COC(=O)C1=C(C)NC(=O)NC1c1ccccc1Cl (centres undefined)
2%	CCOc1ccccc1OCC(=O)Nc1ccc2[nH]c(=O)[nH]c2c1
-2%	CS(=O)(=O)c1cccc(C(=O)OCC(=O)NC(=O)Nc2ccccc2F)c1
12%	O=C(O)CSc1ccc(S(=O)(=O)N2CCCC2)cn1
-7%	Cc1cc(C)c2nc(C)cc(N/N=C/c3ccc(O)cc3)c2c1
2%	C=CCN1CCN(C(=O)c2oc3ccccc3c2C)CC1
-3%	CCC(C)c1ccccc1NC(=O)COC(=O)C1=NN(c2ccccc2)C(=O)CC1 (centres undefined)
0%	Cc1ccc(C2(C)NC(=O)N(CC(=O)NNC(=O)c3cc(C)oc3C)C2=O)cc1 (centres undefined)
0%	CCOc1ccc(C(=O)OCC(=O)Nc2ccc3c(c2)OCCO3)cc1OC
-3%	CCCC(C)NC(=O)C1CC(=O)N(CCc2ccc(F)cc2)C1 (centres undefined)
3%	O=C(CCC(=O)c1cccs1)NNC(=O)c1ccccc1Cl
-10%	CN1CCCC(CC2c3ccccc3Sc3ccccc32)C1 (centres undefined)
1%	COc1cc(C(=O)NC2CC(C)(C)CC(C)(C)C2)ccc1OC1CCN(C(C)=O)CC1
4%	C=CC[C@@H](CC(=O)N[C@@H](CO)Cc1ccccc1)C(=O)NC[C@@H](OC(=O)[C@@H](CC=C)Cc1ccc(F)cc1)c1ccccc1
10%	CC(=O)c1c(C)nc2ccc([N+](=O)[O-])cc2c1-c1ccccc1
2%	O=C(Nc1cccc2ccccc12)NC1CCCCC1
?	CCCN=C1N(C)C[C@@H]2[C@@H]3C(=O)N(Cc4ccccc4)C(=O)[C@@H]3[C@](CC)(C(=O)OC)N12
6%	Cc1ccc(C)c(N2CCN(C(=O)CCc3nc(-c4ccccc4C)no3)CC2)c1
-4%	O=C(COC(=O)c1ccc(F)cc1)Nc1ccc2c(c1)OCO2
-2%	O=S(=O)(Nc1cc(S(=O)(=O)N2CCOCC2)ccc1NCC1CCCO1)c1ccc(F)cc1 (centres undefined)
35%[activator]	CC(C)(C)c1ccccc1NC(=O)CN1C(=O)NC(Cc2ccccc2)C1=O (centres undefined)
-5%	Cc1ccc(CC(=O)N(C)CC(=O)Nc2ccc(N3CCOCC3)cc2)cc1C
2%	Cc1ccc(C2(C)NC(=O)N(CC(=O)c3ccc4c(c3)OCCO4)C2=O)cc1 (centres undefined)
-5%	CCOc1cc(/C=N/Nc2cc(C)nc3ccc(C)cc23)ccc1O
8%	CC(C)(C)OC(=O)N1CCC(NC(=O)c2[nH]cnc2C(=O)Nc2ccc(Cl)cc2)CC1
2%	CCN(CC(=O)Nc1c(F)cccc1F)C(=O)CCOc1ccc(C)cc1
-1%	CN(CC(=O)Nc1cccc(F)c1)C(=O)c1ccc(COc2ccccc2)o1
-3%	CCC(CO)Oc1cc(NC(=O)Cc2ccccc2F)c2ncn(C(C)C)c2c1 (centres undefined)
-2%	CC1C(=O)N2CCCc3cc(NC(=O)c4ccccc4Br)cc1c32 (centres undefined)
-1%	CN(C(=O)CSc1nnc(Cc2cccs2)n1C1CC1)C1CCS(=O)(=O)C1 (centres undefined)
4%	Cc1cc(NC(=O)CSc2ncc(C(=O)O)n2-c2ccc(F)cc2)no1
-26%	Cc1ccc2c(c1)C(=O)C(=O)N2Cc1ccc(Br)cc1
1%	COc1cccc(COC(=O)c2ccc3c(c2)NC(=O)C(C)S3)c1OC (centres undefined)
